Screening data deposited in PubChem BioAssay by University of Kansas High Throughput Screening Laboratory.
mHTT CaM bind = disrupts binding of mutant huntingtin to calmodulin | P42858 | AID 1671202 | inhibition, % at 15 µM | AlphaScreen His-mHTT/GST-CaM binding, luminescence | actives 3.6% (n = 190,000);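 note: 0% = both proteins with DMSO and 100% = one protein alone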
Pf apPOL block = Pf-apPOL DNA polymerase inhibition. Recombinant Pf-apPOL, molecular beacon fluorescence, 1.5 h. inhibition, % at 10 µM. actives 0.25% (n = 210,000). AID 1794808
* hit, by the source's call; nt = not tested or not shown; & = joins results of further samples. Cut-off read from the data, not from the text of the source: active = inhibition above about 50%; inactive = the rest. Not all compounds are listed; count on the stated rates, not on these rows.

canonical_smiles	Pf apPOL block	mHTT CaM bind
Cc1onc(-c2ccccc2)c1C(=O)Nc1nnc(C(C)(C)C)s1	-6	6
Cn1nc(-c2nc(-c3ccccc3F)no2)c2c1CCN(C(=O)C1CCCCC1)C2	0	1
O=C(NCc1cccnc1)c1cnn2c(C(F)(F)F)cc(-c3cccs3)nc12	-5	2
C=CCN1C(=O)CNC12CCN(C(=O)C1CCC1)CC2	-1	1
C/C(Nc1ccc(C)cc1)=C(/C#N)C(N)=O	0	10
Cc1ccc(NC(=O)N2CCc3nc[nH]c3C2)cc1C	0	-4
Cc1nc2c(NC(=O)Nc3ccccc3C(F)(F)F)cccn2n1	3	0
O=C(NCCCN1CCOCC1)N1c2ccccc2Sc2ccccc21	7	-2
Nc1nnc(SCc2cccc(I)c2)s1	-8	6
CCOc1cc(/C=C2\NC(=O)NC2=O)cc(Cl)c1OCC	-8	11
Cc1cc(O)c2c(-c3ccccc3)cc(=O)oc2c1	4	-4
Cc1cc(NC(=O)c2ccc3ncsc3c2)no1	-12	nt
COc1ccccc1CN/C(C)=C(\C#N)C(=O)NCc1ccccc1	-4	-6
O=C(NCCOc1ccccc1-c1ccccc1)c1ccco1	-1	0
O=C(COc1ccc(Cl)cc1)Nc1ccc(-c2cn3c(n2)SCC3)cc1	-32	16
O=C(C1CCN(c2nc3cccnc3s2)CC1)N1CCN(c2ccc(Cl)cc2)CC1	-1	-8
Cc1nn(-c2ccccc2)nc1CNS(=O)(=O)c1cccs1	-2	nt
c1coc(CN2CCN(Cc3ccc4c(c3)OCO4)CC2)c1	-1&-10	6&1
CCOc1ncnc2nc[nH]c12	nt	-2
O=C(C1=C(O)C(=O)N(CCN2CCOCC2)C1c1cccnc1)c1ccco1 (stereo not given)	-4	4

Compound profiles, as listed above:
O=C(C1CCN(c2nc3cccnc3s2)CC1)N1CCN(c2ccc(Cl)cc2)CC1 across the screens: Pf apPOL block = -1; mHTT CaM bind = -8
c1coc(CN2CCN(Cc3ccc4c(c3)OCO4)CC2)c1 across the screens: Pf apPOL block = -1&-10; mHTT CaM bind = 6&1

Following part.
canonical_smiles	Pf apPOL block	mHTT CaM bind
CN[C@H](CC(C)C)C(=O)N[C@H]1C(=O)N[C@@H](CC(N)=O)C(=O)N[C@H]2C(=O)N[C@H]3C(=O)N[C@H](C(=O)N[C@H](C(=O)O)c4cc(O)cc(O)c4-c4cc3ccc4O)[C@H](O)c3ccc(c(Cl)c3)Oc3cc2cc(c3O[C@@H]2O[C@H](CO)[C@@H](O)[C@H](O)[C@H]2O[C@H]2C[C@](C)(N)[C@H](O)[C@H](C)O2)Oc2ccc(cc2Cl)[C@H]1O	5	nt
COc1ccccc1-c1nc(C2CCCN(C(=O)c3ccc(F)cc3)C2)no1 (stereo not given)	-3	-7
COc1cccc(C(=O)Nc2c3c(nn2-c2ccccc2C)CS(=O)C3)c1OC (stereo not given)	1	6
CCOc1ccc(NC(=O)N2CCOc3ccccc32)cc1	-4	-3
O=C1C2C3C=CC(CC3)C2C(=O)N1c1ccccc1F (stereo not given)	-27	-5
CC1(C)C(=O)OC(c2ccc(F)cc2)C(C)(C)C1=O (stereo not given)	-4	-6
CCCn1cc(C2=CCN(C(=O)Nc3cccc(OC)c3)CC2)c2cccnc21	-8	11
Cc1nnsc1C(=O)n1nc(C(C)(C)C)cc1C(C)(C)C	-15	nt
N#C/C(=C\c1ccc(-c2ccc(C(=O)O)c(O)c2)o1)c1nc2ccccc2[nH]1	-8	8
CCN(C(=O)COc1cc(C)nc(N2CCC(C)CC2)n1)c1ccccc1	0	-3
COc1cc(NC(=O)N2CC3CC(NS(=O)(=O)c4ccccc4)C2C3)cc(OC)c1 (stereo not given)	0	12
O=C(CCN1C(=O)c2ccccc2C1=O)NCC1CCCO1 (stereo not given)	-3	1
COC(=O)CNC(=O)N1CCCCCC1c1cccs1 (stereo not given)	-4	-3
CS(=O)(=O)CS(=O)(=O)NNc1ncc(C(F)(F)F)cc1Cl	-9	nt
O=S(=O)(NCc1ccc2c(c1)OCO2)c1ccc(F)cc1	nt	-7
O=C(C[C@H]1C(=O)N(c2ccc(Br)cc2)C[C@@H]1Cc1ccccc1)Nc1ccccc1	-5	51*
O=C(Nc1nccs1)c1csc(Nc2ccccc2)n1	6	18
COc1ccc(C=C2Oc3cc(OC(C)=O)cc(C)c3C2=O)cc1	-4	6
CCC(=O)N1CCC(CCOCc2cccc(F)c2)CC1	-1	-7
CCC(=O)N1CCc2cc(Br)cc(S(=O)(=O)NCCc3cccc(C)c3)c21	-4	16

Taken from the listing for reference:
canonical_smiles	Pf apPOL block	mHTT CaM bind
N#C/C(=C\c1ccc(-c2ccc(C(=O)O)c(O)c2)o1)c1nc2ccccc2[nH]1	-8	8
CCN(C(=O)COc1cc(C)nc(N2CCC(C)CC2)n1)c1ccccc1	0	-3
COc1cc(NC(=O)N2CC3CC(NS(=O)(=O)c4ccccc4)C2C3)cc(OC)c1 (stereo not given)	0	12

(listing goes on)
canonical_smiles	Pf apPOL block	mHTT CaM bind
COc1cccc2c1Oc1ccccc1N=C2N1CCN(C(=O)C(C)C)C(C)C1 (stereo not given)	2	16
CC1C(=O)N(c2ccccc2F)CCN1C(=O)c1cccs1 (stereo not given)	-2	-1
O=C(NCCn1ncc2c(N3CCCC3)ncnc21)c1ccc2c(c1)OCO2	8	-2
O=C(NCCc1csc(-c2ccccc2)n1)C1CCCN1S(=O)(=O)c1ccccc1 (stereo not given)	-3	2
c1ccc(-c2nnc(-c3ccccn3)o2)nc1	nt	-3
CS(=O)(=O)c1ccc(Nc2nc(CC(=O)N3CCC(C(N)=O)CC3)cs2)cc1	-2	-12
COc1ccc(NC(=O)C2CCCN(C(=O)c3ccc(F)c(F)c3)C2)cc1OC (stereo not given)	-21	39
COc1cccc(C(=O)N2CCCC(C)(C(=O)NCc3ccccc3)C2)c1 (stereo not given)	4	-8
Cc1cc(C(=O)Nc2ccc3c(c2)C(=O)N(C)CCO3)no1	-10	-14
CC(C)(C)c1cc(C(=O)NCc2ccncc2)nc2ccnn12	-2	20
CC1(C)CC2CC(C)(CN2S(=O)(=O)c2cccc([N+](=O)[O-])c2)C1 (stereo not given)	-38	0
CCOC(=O)N1CCN(C(=O)COc2cccc(C)c2C)CC1	1	-6
O=C1CCC(=O)N1CC(O)COc1ccc(OCC(O)CN2C(=O)CCC2=O)cc1 (stereo not given)	-3	-4
Cc1cc(C)c(OCC(=O)Nc2ccccc2C)c(Cl)c1	-4	-8
COCCN1CCC(N2CCCN(C(=O)Nc3cc(F)ccc3F)CC2)C1=O (stereo not given)	1	13
O=C1OC(/C=C/c2ccccc2)=NC/1=C/c1cccc(Cl)c1	-1	8
CCCCCCCCNS(=O)(=O)CCNCc1ccc(OC)cc1	-4	-26
COc1ccc(-c2cccc3c2CCN(C(=O)CCN2CCOCC2)C3C)cc1 (stereo not given)	-10	33
COc1ccccc1CNC(=O)CCS(=O)(=O)c1cccs1	-2	0
O=C(O)C1CCN(C(=O)CCc2ccccc2)CC1	1	nt

A few values from the results shown.
mHTT CaM bind result of CC(C)(C)c1cc(C(=O)NCc2ccncc2)nc2ccnn12 = 20
Pf apPOL block result of CC1(C)CC2CC(C)(CN2S(=O)(=O)c2cccc([N+](=O)[O-])c2)C1 (stereo not given) = -38
mHTT CaM bind result of Cc1cc(C)c(OCC(=O)Nc2ccccc2C)c(Cl)c1 = -8
Pf apPOL block result of O=C1CCC(=O)N1CC(O)COc1ccc(OCC(O)CN2C(=O)CCC2=O)cc1 (stereo not given) = -3
Pf apPOL block result of CS(=O)(=O)c1ccc(Nc2nc(CC(=O)N3CCC(C(N)=O)CC3)cs2)cc1 = -2

Next records
canonical_smiles	Pf apPOL block	mHTT CaM bind
COc1ccc(-n2nc(C(=O)NCC(=O)NCc3ccco3)c3ccccc3c2=O)cc1OC	-2	3
O=C(Nc1ccc(Br)cc1)c1ccc(F)c(S(=O)(=O)NC2CCCC2)c1	-4	35
Cc1c(Cl)cccc1NC(=O)c1csc2c1CCCC2	-3	-6
CC1CCCCN1CCNC(=O)C1CCN(c2nc3cccnc3s2)CC1 (stereo not given)	-4	-8
CN(CC(=O)NCc1ccc2c(c1)OCO2)S(=O)(=O)c1cccc2cnccc12	4	-12
OCc1nc2ccccc2n1CCOc1ccc(Br)cc1	2	11
COc1ccc(CC(=O)Nc2c3c(nn2-c2ccc(C)cc2)CS(=O)C3)cc1 (stereo not given)	-2	4
CCC(C)NC(=O)C1CCN(c2ncnc3c2nc2n3CCCCC2)CC1 (stereo not given)	-1	-6
COc1ccc([N+](=O)[O-])cc1N(CC(O)CN1CCCC1)S(=O)(=O)c1ccc(C)cc1 (stereo not given)	-7	14
Cc1ccc(C2SCC(=O)N2c2ccc(Br)c(C)c2)cc1 (stereo not given)	4	-9
COc1ccc(CC(=O)Nc2cccc([N+](=O)[O-])c2C)cc1	-2	4
CCOc1cccc2c1OC1(CCCCC1)N1N=C(c3cccnc3)CC21 (stereo not given)	-17	27
O=C(c1ccncc1)N(c1ccc2oc3c(c2c1)CCCC3)S(=O)(=O)c1cccc([N+](=O)[O-])c1	-4	39
C#CCOc1c(Br)cc(/C=C2\NC(=O)NC2=O)cc1OCC	2	8
CCCCSCC(O)CN1C(=O)NC(C)(C)C1=O (stereo not given)	nt	-6
Cc1cc(C)cc(C(=O)N2CCCC(COc3ccc(C(=O)NC(C)C)cc3)C2)c1 (stereo not given)	-4	7
CCC(C(=O)Nc1cc([N+](=O)[O-])ccc1OC)c1ccccc1 (stereo not given)	-1	1
CC(C)(C)C(=O)Nc1ccc2c(c1)-c1cc(NC(=O)C(C)(C)C)ccc1C2	-1	0
CCc1ccc(NC(=O)C2CCN(c3ccncc3)CC2)cc1	-3	-14
Cn1c(=O)c(-c2nc(-c3ccc(F)cc3)no2)c(O)c2ccccc21	-4	-7

Other records follow.
canonical_smiles	Pf apPOL block	mHTT CaM bind
Cc1cc(Br)ccc1OCC(=O)NC1CCCC1	-5	-14
Cc1ccc(-n2nc3c(c2NC(=O)C2CCCC2)CSC3)c(C)c1	-4	22
O=c1/c(=C/c2ccc(OCc3ccccc3)cc2)sc2nc(-c3ccncc3)nn12	-3	4
COc1ccc(/C=c2\sc3nc4c(C)c(C)ccc4n3c2=O)cc1	0	3
CC(=O)N1CCc2cc(Br)cc(S(=O)(=O)CCC(=O)NC3CCCCC3C)c21 (stereo not given)	5	4
O=C(Nc1ccccc1F)c1cc2n(n1)CCCN(Cc1cccc(F)c1)C2=O	1	2
O=C(CCC(=O)c1ccc(F)cc1)Nc1ccccc1Cl	-7	-1
COc1ccc(Cl)cc1NC(=O)CSc1nc2c(c(=O)n1-c1ccc(C)cc1)SCC2	-7	1
CCC1CO/C(=C(\C(Sc2ccc(C)cc2)=C(Cl)Cl)[N+](=O)[O-])N1 (stereo not given)	5	1
CCOc1ccc(NC(=O)CCc2cccc3[nH]ccc23)cc1	6	5
FC(F)(F)c1cc(Cl)c(NN=C2CCCc3ccccc32)c(Cl)c1	-6	nt
Cc1ccc(Cn2cc(CCC(=O)NCc3ccco3)c3ccccc32)cc1	-14	15
C=CCNC(=O)c1cccc(I)c1	-5	1
O=C(NCC1CCCO1)c1c[nH]c2ccc(S(=O)(=O)N3CCC4(CC3)OCCO4)cc2c1=O (stereo not given)	0	5
CCC(=O)N1CCc2sc(S(=O)(=O)Nc3ccc(Cl)cc3F)cc2C1	-4	10
CCCCOC(=O)c1ccc(NC(=O)c2cc3cccnc3n(CC)c2=O)cc1	2	-6
CCOc1ccccc1N1CCN(Cc2ccsc2)CC1	-10	2
CC(O)CNC(=O)C(=O)NCCC1=CCCCC1 (stereo not given)	-7	-6
Cc1cc(NC(=O)Nc2cccc(Cl)c2)no1	-6	-1
COc1ccc(S[C@@H](CCN2CC[C@H](C)CCC2=O)c2ccccc2)cc1	-8	27

Additional compounds.
canonical_smiles	Pf apPOL block	mHTT CaM bind
Cc1ccc(C(=O)Nc2cccc(-c3nc4ncccc4o3)c2)cc1[N+](=O)[O-]	0	19
O=C(Cc1ccc(F)cc1)N1CCC(CCOCc2cccc(F)c2)CC1	-4	-3
O=c1ccc(-c2ccc3ccccc3c2)nn1Cc1cccnc1	-88	-3
Cc1ccc(/C=C2\N=C(c3cc(Cl)ccc3Cl)OC2=O)o1	-4	8
CC(=O)N1CCC(C(=O)Nc2nc3ccc(Cl)cc3s2)CC1	-36	nt
Cc1nnc2c3c4c(sc3n3c(C)nnc3n12)CCCCC4	12	5
NC(Cc1nc(-c2cccc([N+](=O)[O-])c2)cs1)=NO	3	nt
O=C(CC1CCN(C(=O)C2CCCCC2)CC1)NC1CCCCC1	-8	19
Cc1ccccc1C1=NOC(C(=O)N(C)CC(=O)NC(C)C)C1 (stereo not given)	-3	2
Cc1cc2oc(=O)cc(-c3ccccc3)c2c(C)c1-c1ccc(C#N)cc1	-5	0
CC(=O)C1=C(C)NC(SCC(=O)c2ccc(Cl)cc2Cl)=C(C#N)C1c1cccs1 (stereo not given)	-2	-18
O=C1C(=Cc2cccs2)Oc2c1ccc1c2CN(Cc2ccco2)CO1	24	28
O=C1CSC(c2cn(-c3ccccc3)nc2-c2ccc(Cl)cc2)N1Cc1cccnc1 (stereo not given)	-4	58*
O=C(c1ccccc1)c1ccc(-c2ccccc2)cc1	-8	nt
CCc1cc2c(=O)c(-c3ccc4c(c3)OCCO4)coc2c(CN2CCCCC2C)c1O (stereo not given)	-3	17
O=C1CC(c2ccccc2)C(=O)N1Cc1cccs1 (stereo not given)	-8	nt
CCc1ccccc1NC(=O)CN1CCC2(CC1)N=C(c1ccc(F)cc1)C(=O)N2	-1	-4
O=C1CC(C(=O)Nc2c(Cl)cccc2Cl)C2(CCCCC2)O1 (stereo not given)	-6	-1
O=C(NCCCN1CCN(c2ccccc2)CC1)c1ccc2c(c1)NC(=O)C1CCCCN21 (stereo not given)	-4	18
Oc1ccc2ccccc2c1Sc1c(O)ccc2ccccc12	nt	59*
